PHOSPHO1 inh = inhibitors of human PHOSPHO1 phosphatase; Q8TCT1; recombinant PHOSPHO1, absorbance phosphatase assay; inhibition, % at 13.3 µM; 1.1% of 290,000 active; AID 1565; in the data active means inhibition above about 60%
Target sequence (Q8TCT1 whole entry, looked up): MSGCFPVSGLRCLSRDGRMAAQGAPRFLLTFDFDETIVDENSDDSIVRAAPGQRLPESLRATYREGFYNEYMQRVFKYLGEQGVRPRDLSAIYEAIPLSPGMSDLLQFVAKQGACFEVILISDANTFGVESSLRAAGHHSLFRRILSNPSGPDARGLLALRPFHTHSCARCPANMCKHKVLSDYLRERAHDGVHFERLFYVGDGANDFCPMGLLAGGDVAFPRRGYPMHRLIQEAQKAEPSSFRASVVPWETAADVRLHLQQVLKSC
NS3 helicase inh = inhibitors of Hepatitis C virus NS3 helicase. inhibition, % at 10.9 µM. NS3 helicase DNA unwinding, Cy5 molecular beacon fluorescence. 0.56% of 290,000 active. AID 1800;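 active means inhibition above the mean of all tested compounds plus 3 SD, set per campaign, cut at about 35% in these data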;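 further: 0% = DMSO wells and 100% = thioflavine S control wells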
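Assay system – hepatitis C virus NS3 helicase domain fragment enzyme · Buffer or medium – MOPS pH 6.5, MgCl2, DTT, Tween20, BSA · Reagent – Cy5/quencher beacon DNA duplex and ATP to start · Compound – single 10.9 µM dose · Timing – 1 h at 25 °C · Technique – Cy5 beacon fluorescence read at start and 1 h · Measure – % inhibition of unwinding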
V1R ag counter = counter-screen for oxytocin receptor agonists: human V1a receptor agonists; 0.25% of 320,000 active; AID 2797; CHO-V1R cells, Fluo-8 calcium fluorescence, agonist mode; 0% DMSO, 100% 3 nM vasopressin; activation, % at 3 µM;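 active means activation above the mean activation of all tested compounds plus 3 SD, per screening run, cut at about 20% in these data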;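 further: signal is peak over basal fluorescence ratio across a 100 second FLIPR read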
Target sequence (P37288 whole entry, looked up): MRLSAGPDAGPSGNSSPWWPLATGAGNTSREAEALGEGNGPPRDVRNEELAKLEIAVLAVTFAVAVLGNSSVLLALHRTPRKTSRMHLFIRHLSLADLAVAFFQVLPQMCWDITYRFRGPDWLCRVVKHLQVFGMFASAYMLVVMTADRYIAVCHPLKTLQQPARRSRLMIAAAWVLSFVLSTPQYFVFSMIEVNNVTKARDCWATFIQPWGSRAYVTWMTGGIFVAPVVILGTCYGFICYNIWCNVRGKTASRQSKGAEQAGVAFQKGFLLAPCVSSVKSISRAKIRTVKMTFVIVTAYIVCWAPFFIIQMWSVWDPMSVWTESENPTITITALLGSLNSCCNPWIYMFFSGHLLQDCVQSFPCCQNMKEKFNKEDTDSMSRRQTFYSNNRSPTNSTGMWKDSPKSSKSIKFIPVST
OXTR agonist = activates the human oxytocin receptor; CHO-OTR cells, Fluo-8 calcium fluorescence; normalized: DMSO 0%, oxytocin 100%; 0.32% of 320,000 active; activation, % at 3 µM;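 active means activation above the mean of all tested compounds plus 3 SD, cutoff set per screening run, cut at about 20% in these data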;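 further: peak over basal fluorescence ratio from a 100 s FLIPR kinetic read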
IMP-1 inhibitor = inhibitors of Pseudomonas aeruginosa IMP-1 metallo-beta-lactamase. purified IMP-1, nitrocefin hydrolysis, epi-absorbance fluorescence. inhibition, % at 5.6 µM. 0.45% of 290,000 active. AID 1556;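 active means inhibition above the mean plus 3 SD of all compounds in the same screening run, cut at about 4.5% in these data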;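 further: 0% = IMP-1 with DMSO and 100% = DMSO wells lacking enzyme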
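System: purified IMP-1 / Input: IMP-1 dispensed at 0.2 nM / Medium: 50 mM HEPES pH 7.1, 50 µM ZnSO4, 0.05% Brij 35 / Timing: 15 min enzyme–compound preincubation, then 25 min nitrocefin reaction, 25 °C / Technique: plate fluorescence quenching by hydrolysis product, ex 480/em 530 nm / Repeats: singlicate testing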
GPR7 antagonist = blocks human GPR7 receptor signaling | 1.1% of 290,000 active | inhibition, % at 4.4 µM | GPR7-expressing cells, fluorescence antagonist assay | P48145 | AID 1861; in the data active means inhibition above about 16%, passing the limit was not always enough;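 further: cells stimulated with the agonist NPW; 0% = agonist with vehicle and 100% = vehicle without agonist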
FID counter = counter-screen for HCV NS3 helicase inhibitors: DNA intercalator displacement | AID 1845 | DNA fluorescent intercalator displacement, fluorescence | inhibition, % at 7.9 µM | 0.17% of 290,000 active; in the data active means inhibition above about 37%;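 further: 0% = vehicle and 100% = reference compound; higher means more ethidium bromide displaced from hairpin DNA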
GalR3 antagonist = antagonists of human GalR3. HEK293 GalR3-CNG cAMP membrane potential fluorescence; galR3 body fused to GalR1 C-terminus. 0.44% of 360,000 active. inhibition, % at 3 µM. O60755;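 active means inhibition above the screen-wide average plus 3 SD, cut at about 13% in these data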;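 further: forskolin and galanin both at EC90 stimulate the cells; cAMP rise reported by CNG channel membrane potential dye signal; 0% = forskolin plus galanin with DMSO and 100% = forskolin alone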
Target sequence (O60755 1-299 limits assumed): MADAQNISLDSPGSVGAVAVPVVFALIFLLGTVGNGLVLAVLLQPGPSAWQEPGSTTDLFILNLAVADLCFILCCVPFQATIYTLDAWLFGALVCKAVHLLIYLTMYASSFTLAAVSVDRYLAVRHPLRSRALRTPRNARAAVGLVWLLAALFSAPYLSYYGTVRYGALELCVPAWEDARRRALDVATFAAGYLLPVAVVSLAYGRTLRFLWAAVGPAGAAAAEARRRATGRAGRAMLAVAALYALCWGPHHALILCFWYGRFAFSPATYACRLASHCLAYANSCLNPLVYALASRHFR
VIM-2 inh = inhibitors of Pseudomonas aeruginosa VIM-2 metallo-beta-lactamase; purified VIM-2, nitrocefin hydrolysis, epi-absorbance fluorescence; inhibition, % at 5.6 µM; 0.89% of 290,000 active; AID 1527;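 active means inhibition above the mean of all tested compounds plus 3 SD, cutoff set per screening run, cut at about 7.5% in these data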;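 further: red hydrolysis product quenches plate fluorescence so inhibitors raise well fluorescence; 0% = enzyme with DMSO and 100% = DMSO without enzyme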
Numbers without * were called inactive; . = no result given.

Below each SMILES: NS3 helicase inh	OXTR agonist	IMP-1 inhibitor	V1R ag counter	FID counter	GPR7 antagonist	VIM-2 inh	PHOSPHO1 inh	GalR3 antagonist
- COc1ccccc1N1C(=O)c2ccccc2NC1C(OC)OC (stereo unspecified)
    0.1	0.4	-4.9	-0.3	-2.9	-18.6	-0.7	2.9	-4.5
- O=C(NCc1ccco1)C1CCCN1C(=O)Nc1ccccc1 (stereo unspecified)
    -6.0	-0.2	-1.8	-0.2	1.8	-8.4	-1.8	-5.3	-4.0
- CC(C)c1ccc(NC(=O)C2CCCN(S(=O)(=O)c3cccnc3)C2)cc1 (stereo unspecified)
    24.4	6.8	-2.9	14.0	-37.8	-8.7	-3.5	2.1	-7.5
- Cn1c(=O)c(-c2ccccc2)nn2c3ccccc3nc12
    0.1	-2.1	-1.4	-1.2	0.7	-5.6	1.8	37.0	-1.6
- CN(C)CCCN(Cc1ccccc1)C(=S)Nc1cccc(C(F)(F)F)c1
    -18.6	9.4	-2.0	3.6	11.1	13.6	-2.2	-11.4	-1.6
- O=C(Nc1ccccc1)Nc1nnc(Cc2ccccc2F)s1
    -0.7	2.9	-3.0	2.5	-9.3	-3.6	0.0	22.9	-11.6
- COc1ccc(NC(=O)CSc2nnc(-c3ccccc3F)n2C2CC2)cc1S(N)(=O)=O
    0.7	-0.2	-3.7	-0.6	-16.6	2.3	-2.1	1.1	6.0
- COc1ccc2[nH]c3c(=O)n(CCCC(=O)NC4CCC(C)CC4)c(=S)[nH]c3c2c1 (stereo unspecified)
    8.7	-0.7	-1.4	-0.1	-15.4	-1.7	-4.6	-36.2	-7.7
- COc1ccc(C(CNC(=O)Cc2ccccc2Cl)N2CCCCC2)cc1 (stereo unspecified)
    3.1	2.1	-0.4	-0.3	0.9	19.2	-1.0	-8.7	-12.8
- COc1ccccc1OCCSc1nc2ccccc2n1CC(N)=O
    5.5	1.0	-1.7	-1.2	-9.5	-6.6	1.2	30.8	-10.7
- CC(=O)c1ccc(NC(=S)NC(=O)/C=C/c2ccccc2)cc1
    -14.9	-0.4	1.4	1.6	-5.9	1.8	-0.5	29.1	1.5
- O=C(Nc1nnc(-c2ccco2)o1)c1ccc(Cl)s1
    12.3	-0.5	-3.9	-0.1	-12.0	-6.8	-7.3	46.2	4.8
- O=C(Nc1nccs1)c1cnccn1
    -0.7	0.6	-5.6	3.4	3.8	-8.8	-1.3	-5.6	-2.5
- CCc1sc(C(=O)Nc2cccnc2)cc1Br
    -1.8	7.5	-1.9	0.2	-13.3	-12.2	-3.7	38.1	-5.6
- CCOC(=O)N1CCN(C(=O)CN(c2ccc(OC)c(OC)c2)S(C)(=O)=O)CC1
    3.1	0.0	-1.4	0.0	-8.4	-10.3	0.1	13.5	-5.5

Remaining list, next part.
Below each SMILES: NS3 helicase inh	OXTR agonist	IMP-1 inhibitor	V1R ag counter	FID counter	GPR7 antagonist	VIM-2 inh	PHOSPHO1 inh	GalR3 antagonist
- O=C(CCN1CCN(c2ccccc2F)CC1)Nc1ccccc1Cl
    -4.4	-1.7	1.5	-1.3	-6.9	27.5	0.8	.	-1.0
- O=C(Cc1ccccc1)Nc1cc(C(=O)c2ccccc2)ccc1N1CCOCC1
    2.8	-1.1	-3.5	-1.0	-29.5	-10.4	-2.3	6.3	-1.4
- CC(=O)Nc1ccc(S(=O)(=O)N2CCC(C(=O)NCCC(=O)NCc3ccncc3)CC2)cc1
    1.8	1.1	-1.2	0.0	-13.1	-2.9	-0.4	-139.8	-1.3
- O=C(C1CCN(S(=O)(=O)c2ccccc2)CC1)N1CCOCC1
    0.2	0.2	-3.6	0.3	-0.4	-8.8	-2.0	13.9	-6.7
- CCN(CC)CCSc1nc(O)c(-c2ccccc2)c(=O)n1-c1ccccc1
    0.9	0.8	-2.6	1.0	-6.3	-2.4	-1.9	42.1	-3.1
- COC(=O)c1cccc(N2C(=O)C3C4C=CC(CC4)C3C2=O)c1 (stereo unspecified)
    13.7	-0.9	-3.6	-0.6	-9.9	-7.0	-2.2	37.1	-9.0
- COc1ccc(C(C)(C)NC(=O)C2CCC(=O)N(C3CC3)C2)cc1OC (stereo unspecified)
    -6.9	0.8	-3.6	0.6	-3.8	4.0	-3.1	27.4	3.9
- O=S(=O)(NCc1ccc2c(c1)OCO2)c1ccc(F)cc1
    -13.5	0.1	-1.4	0.0	-1.0	-2.2	-1.5	-8.2	-10.7
- COc1ccc(OC)c(NC(=O)c2cccc3c2C(=O)N(C2CCCCC2)C3)c1
    4.9	-2.6	-2.9	-1.7	-43.8	5.6	-2.5	29.0	0.0
- Cc1cccc(CN2C(=O)c3ccccc3Sc3ccc(C(=O)NCCN4CCOCC4)cc32)c1
    -72.2	3.7	-1.3	1.4	13.9	-1.3	-0.4	31.9	0.2
- O=C(CCCn1c(=S)[nH]c2ccccc2c1=O)NC1CCCCC1
    -2.6	-1.8	-2.6	-1.0	-7.8	7.6	-4.8	21.4	-1.2
- NC1=NC(=O)CC(C(=O)NCCc2ccccc2)S1 (stereo unspecified)
    8.1	2.3	-4.5	0.7	1.9	0.5	-2.9	5.1	-4.4
- COC(=O)CC1C(=O)NCCN1C(=O)NC1CCCCC1 (stereo unspecified)
    -4.0	0.8	-2.7	0.8	-3.9	-8.4	-6.0	-25.8	-0.2
- Cc1ccc(OCCN2CCCC2)cc1
    1.4	0.6	-3.4	0.9	3.2	-3.5	-1.6	.	-9.7
- O=C1C2C3C=CC(CC3)C2C(=O)N1c1ccccc1F (stereo unspecified)
    11.4	0.3	-1.2	-0.4	-3.5	4.7	-0.2	23.9	-6.0

Going on with the list.
Below each SMILES: NS3 helicase inh	OXTR agonist	IMP-1 inhibitor	V1R ag counter	FID counter	GPR7 antagonist	VIM-2 inh	PHOSPHO1 inh	GalR3 antagonist
- COc1cccc(C(=O)Nc2c3c(nn2-c2ccccc2C)CS(=O)C3)c1OC (stereo unspecified)
    11.7	1.4	-0.3	-0.2	-24.5	13.0	0.3	-1.7	-4.2
- CC(C)(C)OC(=O)N1Cc2ccccc2C[C@H]1C(=O)O
    -2.0	0.5	-3.2	0.7	-1.7	-12.7	-2.5	-0.2	-2.0
- CCC(C)c1ccc(NC(=S)Nc2ccc(OC)cc2)cc1 (stereo unspecified)
    6.3	-0.8	-1.6	-0.6	-0.6	-13.3	-1.6	3.5	-8.1
- Cc1cc(NCCCN)nc(-c2ccccc2O)n1
    -2.5	0.1	-4.2	-1.1	16.3	0.2	36.3*	-20.8	-8.0
- CCOC(=O)c1c(NC(=O)CSc2nnc(C)s2)sc2c1CCCCC2
    -9.8	0.2	0.8	1.9	-8.8	5.2	-0.4	44.8	-6.2
- Cc1nc(NC(=O)c2ccc(Br)o2)ccc1Br
    -2.1	.	-0.1	.	-4.8	-11.2	1.2	.	-4.1
- Cc1cc(C)c(C(=O)CC2(O)C(=O)Nc3ccccc32)cc1C (stereo unspecified)
    -4.9	2.4	-4.2	3.2	-13.1	-15.3	-1.2	8.6	-2.8
- CC1CCC(NS(=O)(=O)c2ccc(N3CCCC3=O)cc2)CC1 (stereo unspecified)
    0.1	7.3	-2.0	6.9	-34.0	-1.3	-1.1	18.5	-2.0
- O=C(CSc1ccc(Cl)cc1)Nc1ccccc1N1CCN(C(=O)c2ccccc2)CC1
    -1.3	-0.6	0.3	0.8	-1.9	-7.2	-4.2	6.0	-4.0
- Cc1cc(CN(C)C(=O)CC2C(=O)NCCN2Cc2ccc(F)c(F)c2)on1 (stereo unspecified)
    -14.2	0.1	-2.0	0.0	-5.6	-5.2	-1.0	18.8	9.3
- Nc1ccc(C(=O)N/N=C\c2ccc(OC(=O)c3ccccc3Cl)cc2)cc1
    8.5	2.2	-4.5	4.5	-12.3	5.0	-2.6	29.1	-3.3
- Cc1ccc(-n2c(SCC(N)=O)nnc2-c2ccc(S(=O)(=O)N3CCCCC3)cc2)c(C)c1
    -6.8	3.5	-4.6	2.6	-44.3	35.4*	-2.5	7.8	-5.8
- O=C(CN1CCC(NC(=O)c2ccc(F)cc2)CC1)NCc1ccccc1F
    -2.4	0.4	-6.8	0.3	4.2	-9.1	-2.7	-23.9	-5.5
- O=C(NCCOc1ccccc1-c1ccccc1)c1ccco1
    -1.5	-1.9	-2.3	-0.6	-23.6	-1.1	-2.0	41.2	-1.2
- C=CCNC(=S)NNC(=O)CC12CC3CC(CC(C3)C1)C2
    -8.6	2.2	-3.9	0.5	-4.2	-8.2	-3.4	-26.3	-2.1

Next section
Below each SMILES: NS3 helicase inh	OXTR agonist	IMP-1 inhibitor	V1R ag counter	FID counter	GPR7 antagonist	VIM-2 inh	PHOSPHO1 inh	GalR3 antagonist
- Cc1cc(O)c2c(-c3ccccc3)cc(=O)oc2c1
    4.7	5.2	-7.3	8.9	-4.9	-1.2	-3.2	-9.8	-3.7
- CC[C@H](C)[C@@H](C(=O)N1CCNCC1)n1cc([C@@H](N)CO)nn1
    3.9	0.0	-1.3	-0.2	1.5	-11.3	1.2	26.2	-9.3
- Cc1nc2ccccc2c2oc(C(=O)NCCCN3CC(C)CC(C)C3)cc12 (stereo unspecified)
    4.0	1.0	-2.3	1.1	17.7	-14.6	15.2*	18.5	-0.9
- CCCc1cc2c(cc1NS(=O)(=O)c1ccc(CCNC(C)=O)cc1)OCO2
    2.1	0.3	-2.4	0.9	-15.1	-11.6	-2.5	13.5	0.2
- CN(N)C(=S)Nc1ccc(Cl)cc1
    3.0	-0.2	0.2	-0.5	3.8	9.5	2.2	-5.9	7.3

4 entries drawn at random from those above:
Below each SMILES: NS3 helicase inh	OXTR agonist	IMP-1 inhibitor	V1R ag counter	FID counter	GPR7 antagonist	VIM-2 inh	PHOSPHO1 inh	GalR3 antagonist
- CN(N)C(=S)Nc1ccc(Cl)cc1
    3.0	-0.2	0.2	-0.5	3.8	9.5	2.2	-5.9	7.3
- Cc1cc(O)c2c(-c3ccccc3)cc(=O)oc2c1
    4.7	5.2	-7.3	8.9	-4.9	-1.2	-3.2	-9.8	-3.7
- CCCc1cc2c(cc1NS(=O)(=O)c1ccc(CCNC(C)=O)cc1)OCO2
    2.1	0.3	-2.4	0.9	-15.1	-11.6	-2.5	13.5	0.2
- Cc1nc2ccccc2c2oc(C(=O)NCCCN3CC(C)CC(C)C3)cc12 (stereo unspecified)
    4.0	1.0	-2.3	1.1	17.7	-14.6	15.2*	18.5	-0.9
